SR-BI DiI-HDL act: SR-BI HDL lipid transfer activation | CHO ldlA[mSR-BI] cells, DiI-HDL uptake fluorescence, 3 h; 100 = double the neutral-control signal | activation, % at 12.5 µM | hit rate 0.096% among 320,000;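 active = mean replicate activation of at least 60% and every replicate at or above 60%; inconclusive = mean or all-replicate condition met, but not both; inactive = mean below 60% and not all replicates reaching 60%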;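 note: 0% = median plate neutral-control signal and 100% = twice that signal; values of inactives mirror those of a sister screen read the other way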
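Material: SR-BI-overexpressing, LDLR-lacking CHO cells | Dosing: Single compound concentration, delivered by pin transfer | Probe or stimulus: Labelled HDL, 10 µg/mL | Signal: Bottom-read cell fluorescence after medium removal, ex 550/em 595 nm | Schedule: 3 h, 37 °C | Evaluation: HDL uptake via cellular fluorescence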
CAL PDZ FP-1: human CAL PDZ-peptide interaction inhibition; inhibition, % at 20 µM; hit rate 0.02% among 330,000; Q9HD26; purified CAL PDZ, TMR-peptide fluorescence polarization, 1 h; AID 504414;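 active = highest replicate inhibition of at least 40%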;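 note: plate controls were DMSO neutral control wells for no effect and unlabeled competitor peptide control wells for full effect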
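Test system: purified CerCALP PDZ construct; Compound dosing: one concentration, 20 µM compound; Also added: TMR-labelled reporter peptide T*-PRC34 bound in PDZ groove; Read-out: inhibition from polarization loss; Controls: unlabelled peptide and DMSO controls; Signal: FP readout, S and P plane fluorescence; Incubation: 1 h at RT.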
Ecoli viability: reduces bacterial viability in AddAB counter-screen. E. coli V3065 growth, OD600 absorbance, 18 h. inhibition, % at 11.9 µM. hit rate 0.27% among 330,000. AID 449728;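 active = inhibition above the campaign's mean inhibition across all tested compounds plus 3 SD, cut at about 9.9% in these data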;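 note: uninfected addAB+ strain grown without phage in ampicillin broth; 0% = DMSO wells and 100% = ciprofloxacin 0.95 µg/ml wells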
AddAB inh: less growth of phage-infected E. coli with AddAB; E. coli expressing H. pylori AddAB, absorbance growth; hit rate 0.29% among 330,000; inhibition, % at 11.9 µM; AID 435030; in the data active = inhibition above about 12%;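 note: 0% = vehicle wells of infected cells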
SR-BI HDL uptake: inhibitors of mouse SR-BI mediated HDL lipid uptake; Q61009; hit rate 0.96% among 320,000; AID 488896; ldlA[mSR-BI] CHO cells, DiI-HDL uptake fluorescence, 3 h; inhibition, % at 12.5 µM;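 active = mean replicate inhibition of at least 70% and a set share of replicates each scoring 70 or more; inconclusive = meets just one of the two criteria; inactive = fails both criteria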;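 note: 0% = median of neutral control wells and 100% = median of positive control wells; values of inactives mirror those of a sister screen read the other way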
Target sequence (Q61009 whole entry, looked up): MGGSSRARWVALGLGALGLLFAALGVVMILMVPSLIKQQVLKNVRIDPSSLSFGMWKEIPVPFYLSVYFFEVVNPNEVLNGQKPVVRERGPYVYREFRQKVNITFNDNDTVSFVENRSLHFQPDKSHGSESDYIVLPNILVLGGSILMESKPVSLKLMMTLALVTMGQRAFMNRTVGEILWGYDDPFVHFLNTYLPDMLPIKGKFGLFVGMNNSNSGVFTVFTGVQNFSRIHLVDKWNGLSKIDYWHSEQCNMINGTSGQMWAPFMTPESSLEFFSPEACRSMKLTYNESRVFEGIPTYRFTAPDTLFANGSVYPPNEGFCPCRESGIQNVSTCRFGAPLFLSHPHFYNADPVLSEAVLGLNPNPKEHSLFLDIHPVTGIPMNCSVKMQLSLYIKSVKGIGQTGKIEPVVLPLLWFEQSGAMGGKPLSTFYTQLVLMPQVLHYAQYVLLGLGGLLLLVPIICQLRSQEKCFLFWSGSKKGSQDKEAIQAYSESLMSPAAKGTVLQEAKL
MITF act: activators of MITF-driven TRPM1 promoter activity in SK-MEL-5 cells. activation, % at 12.5 µM. hit rate 0.75% among 300,000. AID 588334. SK-MEL-5 TRPM1-promoter luciferase, 24 h; % of positive control, neutral wells = 0;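 active = mean activation of at least 80% with every replicate also reaching 80%; inconclusive = mean reaches 80% but some replicate falls short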;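 note: 0% = neutral control wells and 100% = parthenolide positive control wells; values of inactives mirror those of a sister screen read the other way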
phage Ecoli inh: E. coli growth loss with phage present; AID 651602; inhibition, % at 11.9 µM; growth absorbance; hit rate 0.26% among 360,000; in the data active = inhibition above about 11%
Wnt act: Wnt/beta-catenin pathway activation; Wnt/beta-catenin reporter cell assay, activator, plate reader; activation, % at 9.35 µM; hit rate 1.2% among 300,000; in the data active = activation above about 30%, passing the limit was not always enough; inconclusive = no clear call, values can overlap the other calls;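 note: 0% = neutral control wells and 100% = positive control wells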
Tat transport: E. coli Tat transport inhibition | E. coli MC4100 TorA-mCherry Tat export, fluorescence | inhibition, % at 10 µM | hit rate 0.036% among 340,000;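 active = mean replicate inhibition at least 50% and at least half of replicates individually reaching 50%; inconclusive = only one of the two criteria met; inactive = neither criterion met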;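 note: exported cargo escapes ClpAP degradation while cytoplasmic cargo is degraded and loses fluorescence; 0% = median of neutral control wells and 100% = median of NaSCN control wells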
CAL PDZ FP-2: blocks peptide binding to the human CAL PDZ domain; AID 602252; purified CAL PDZ, TMR-peptide fluorescence polarization, 1 h; Q9HD26; inhibition, % at 24.9 µM; hit rate 0.92% among 300,000;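 active = mean inhibition of at least 30% with at least half of replicates also reaching 30%; inconclusive = no clear call, values can overlap the other calls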;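 note: 0% = DMSO neutral control and 100% = excess unlabeled competitor peptide PRC23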
Active calls of the source: *; ? = inconclusive; · = no result given. Hits appear at their usual frequency (roughly 3.6% active in at least one column).

SMILES	SR-BI DiI-HDL act	CAL PDZ FP-1	Ecoli viability	AddAB inh	SR-BI HDL uptake	MITF act	phage Ecoli inh	Wnt act	Tat transport	CAL PDZ FP-2
CC1CCN(CCCNC(=O)c2n[nH]c(=O)c3ccccc23)CC1	48	-0.1	2.1	0.5	-48	11	1.4	3	3	·
CC(=O)Nc1cc(S(=O)(=O)Nc2cccc(C)c2)c(C)cc1C	·	-1.7	0.9	4.2	·	7	1.6	-1	7	2
Cc1cccc(C(=O)NCC(c2ccco2)N2CCc3ccccc32)c1 (centres undefined)	-22	-1.5	-0.3	0.9	22	-3	1.8	-4	0	-2
Cn1c(=O)n(C)c2cc([N+](=O)[O-])c(N3CCN(C(=O)c4cccc(F)c4)CC3)cc21	-1	-2.0	-1.5	3.5	1	-6	2.5	-1	0	-2
COCCNC(=O)C1CCC(CNS(=O)(=O)c2cccc3nsnc23)CC1 (centres undefined)	20	0.5	0.4	2.2	-20	11	3.9	-2	-9	·
Cc1c(NC(=O)COC(=O)CSc2ccc([N+](=O)[O-])cc2)c(=O)n(-c2ccccc2)n1C	7	-0.8	0.3	3.2	-7	·	4.1	2	-9	-2
CC(=O)c1ccc(-n2ccc(=O)cc2)cc1	18	-0.9	3.3	0.0	-18	5	0.9	11	-2	-3
O=C(O)Cn1nnc(-c2cccs2)n1	15	0.0	0.2	-0.4	-15	-9	1.6	·	4	1
COc1cc(CNCCN2CCOCC2)ccc1OCc1ccc(Cl)cc1	-2	-0.9	-3.7	-0.2	2	24	1.4	·	6	0
Cc1ccc(Cn2c(C)cc3c(c2=O)C(c2cccs2)C(C#N)=C(N)O3)cc1 (centres undefined)	27	0.0	-0.8	-0.2	-27	-9	0.6	·	1	-3
O=C1C2CC=CCC2C(=O)N1c1n[nH]c(-c2ccccc2)n1 (centres undefined)	16	-0.5	1.7	-2.2	-16	10	0.7	·	-2	0
CCOC(=O)NC1(NCc2ccccc2)Oc2ccccc2O1	18	-0.5	1.9	1.2	-18	-2	1.9	-6	-10	-1
COc1oc(-c2ccc(Cl)cc2)nc1C(F)(F)F	5	-2.3	-9.9	1.0	-5	·	1.4	·	10	-2
Cc1ccc(Nc2nc(CSc3nnnn3-c3ccccc3)cs2)cc1	-8	0.0	-0.5	2.9	8	·	4.1	7	30	-2
CSc1ccc(S(=O)(=O)NC2CC2)cc1	19	-0.3	0.9	4.0	-19	-10	0.5	7	14	-6
Cc1ccc(CN2C(=O)C(CC(C)C)Nc3ncnc(N4CCN(c5ccccn5)CC4)c32)cc1 (centres undefined)	-10	-0.2	-1.1	3.6	10	4	0.6	-7	0	-2
CC(C)COP(=O)(c1ccc(N(C)C)cc1)C(Nc1ccccc1)c1ccccc1 (centres undefined)	16	0.9	-0.1	1.9	-16	1	3.9	·	18	-3
Cc1ccc2nc3c(cc(C(=O)NCC4CCCO4)c(=N)n3C3CCCC3)c(=O)n2c1 (centres undefined)	5	-1.3	-3.2	1.4	-5	4	-0.7	-2	-2	-1
O=S1(=O)N[C@H](c2ccccc2)C[C@H](c2ccc(C(F)(F)F)cc2)O1	-13	-0.4	2.9	-0.2	13	-3	1.9	-3	-5	-3
O=[N+]([O-])c1ccc(N/N=C\c2ccccc2OCc2ccccc2)cc1	-43	-4.7	-1.9	4.1	43	14	2.3	16	-4	-2
CCOC(=O)c1c(C)c[nH]c1C	22	-0.1	-2.2	-0.9	-22	1	4.9	0	0	4
Cc1ccc(CNS(=O)(=O)NCc2ccccc2F)cc1	16	-2.5	1.3	1.8	-16	1	3.7	6	-5	-3
Cc1ccc(C)c(-n2c(-c3csc(C)c3)n[nH]c2=S)c1	17	-0.7	3.9	2.1	-17	0	1.5	·	4	-2
CCc1ccc(OCc2n[nH]c(=S)n2Cc2ccccc2)cc1	3	-2.6	-4.0	-1.7	-3	17	3.3	-3	3	0
COc1ccc(S(=O)(=O)N(C)C)cc1NC(=O)CN1C(=O)NC2(CCCC2)C1=O	10	-3.9	0.7	-3.4	-10	3	1.5	0	5	-3
SMILES	SR-BI DiI-HDL act	CAL PDZ FP-1	Ecoli viability	AddAB inh	SR-BI HDL uptake	MITF act	phage Ecoli inh	Wnt act	Tat transport	CAL PDZ FP-2
O=C(O)C1CCN(C(=O)c2cccc3ccccc23)CC1	·	-2.4	-1.6	2.1	·	-2	2.0	0	-1	-7
Cn1c(NC(=O)c2ccccc2Br)cc(=O)n(C)c1=O	15	-0.2	-1.2	1.6	-15	0	0.4	-5	-4	-10
C#CCOCCOCCOCCNc1nc(N2CCN(C(=O)Cn3cc(CCO)nn3)CC2)nc(N2CCN(C(=O)Cn3cc(CCCN=C(N)N)nn3)CC2)n1	17	0.1	·	·	-18	9	0.6	2	-8	6
C=CCOc1ccc(-c2nc3c(c(=O)[nH]c(=O)n3CCC)n2CCCC)cc1	·	-1.8	1.9	1.6	·	2	1.8	-4	-9	·
COc1cccc(-c2cc(C(=O)N3CCN(S(=O)(=O)c4ccc(Br)cc4)CC3)[nH]n2)c1	-25	0.1	1.3	3.9	25	-1	1.5	-1	2	4
CC1=NN(C(=O)COc2ccc(C)c(C)c2)C(O)(c2ccccc2)C1 (centres undefined)	-11	-0.9	-3.1	-1.6	11	-10	0.9	2	-2	-4
Cc1cc2ncc(-c3ccc(Cl)cc3)c(N)n2n1	-16	-0.7	0.7	2.1	16	?	2.2	13	3	·
CC(C)c1ccc(OCC(=O)NCc2ccccc2)cc1	11	0.4	-0.1	0.1	-11	·	1.8	2	3	-3
O=C(NCCN1CCCOC1=O)C(=O)NCCN1CCCOC1=O	25	0.6	0.1	0.0	-25	-5	-0.5	-1	-1	2
CCN(CC)C(=O)CSc1nnc2nnc3cc(Cl)ccc3n12	13	0.2	-3.9	-1.0	-13	·	1.0	6	-2	·
COc1ccc(S(=O)(=O)NC2(C(F)(F)F)N=C3SCCN3C2=O)cc1 (centres undefined)	1	-1.3	-1.4	3.2	-1	·	1.6	·	-1	13
O=C(O)COc1cccc2ccccc12	7	-0.6	-2.6	2.1	-7	-8	3.6	·	-3	·
Cc1cc(Cl)ccc1NC(=S)NCc1ccccc1Cl	-35	-0.4	5.8	16*	35	-1	0.6	0	4	-2
C/C(CC(=O)NCc1ccco1)=N\NC(=O)Cc1ccc(Cl)cc1	·	-1.1	-1.8	1.1	·	-7	-0.1	·	-5	-9
Cc1cccc(N2CCN(CC(O)COc3ccc4ccccc4c3)CC2)c1 (centres undefined)	10	-0.4	·	·	-10	-10	2.1	-2	-7	-3
C=CCOc1ccc(/C=C/C(=O)OCC(=O)NCC(=O)Nc2c(C)cc(C)cc2C)cc1	-6	0.0	1.5	0.0	6	-5	2.4	-5	-2	12
COc1cc2c(cc1OC)-c1nc3ccccc3c(=O)n1C(C)(C)C2	-44	-3.7	0.2	0.6	44	9	0.1	·	4	·
CCCCNC(=O)C1C2C=CC3(CN(Cc4ccccc4Cl)C(=O)C13)O2 (centres undefined)	38	-0.8	0.6	0.7	-38	·	3.5	-4	6	-3
CCCC(=NC(C)CC)C1=C(O)CC(c2ccccc2)CC1=O (centres undefined)	·	-2.7	-1.3	0.0	·	·	1.7	-4	13	-3
Cc1c(C)c(C)c(CO/N=C/c2cccs2)c(C)c1C	-12	-0.4	-3.8	-0.8	12	·	4.4	-3	0	-3
FC(F)Oc1ccc(NC(=S)NN2CCOCC2)cc1	17	0.7	1.5	0.4	-17	·	-0.5	1	-2	-1
Cc1cccc([C@@H](NC(=O)OC(C)(C)C)C(=O)OC(C)(C)C)c1	-47	0.6	1.8	0.7	47	-8	3.6	-4	-7	-1
Cc1ccc2c(c1)CCCN2C(=O)CSc1ccccc1	-1	-1.9	-2.7	0.6	1	15	2.3	2	6	-1
CCOc1ccccc1NC(=O)Cn1c(=O)oc2ccccc21	-13	-0.1	1.7	-0.3	13	9	2.2	0	-4	·
Cc1ccc(OCC(=O)Nc2ccccc2N2CCCC2)c(C)c1	-22	0.1	-0.2	2.7	22	2	2.1	10	5	4
SMILES	SR-BI DiI-HDL act	CAL PDZ FP-1	Ecoli viability	AddAB inh	SR-BI HDL uptake	MITF act	phage Ecoli inh	Wnt act	Tat transport	CAL PDZ FP-2
Cc1nnc(SCc2cc(=O)[nH]c(N3CCN(C)CC3)n2)s1	12	-3.4	-0.8	2.4	-12	5	0.9	·	4	3
Cc1cc(C)cc(Oc2coc3cc(O)ccc3c2=O)c1	11	-0.7	0.1	-0.1	-11	-7	3.5	-1	1	-6
COc1ccc(-c2cc(C(=O)OCC(=O)NC(C)(C)C)c3ccccc3n2)cc1	-18	-1.7	0.9	-0.2	18	9	·	·	-2	4
C=CCN=C1S/C(=C/c2cccc([N+](=O)[O-])c2)C(=O)N1CC=C	·	1.1	2.4	0.2	·	·	1.6	2	1	-1
COc1ccc(CN2CCCC(CO)(Cc3ccc(F)cc3F)C2)cc1 (centres undefined)	11	-0.3	0.8	1.5	-11	-4	2.2	0	-5	1
COc1cccc(C2CC(c3cccc(NS(C)(=O)=O)c3)=NN2C(=O)c2ccccc2)c1OC (centres undefined)	24	-3.6	0.1	-1.0	-24	0	1.4	-3	1	-1
Cc1ccc(SCC(=O)OCC(=O)N2CCN(C(=O)c3ccco3)CC2)c(C)c1	12	-1.8	1.4	3.3	-12	-7	4.5	0	-9	-3
CO/C=C\C=C/c1nnn(-c2ccc(Cl)cc2)n1	1	-3.0	-0.8	-1.9	-1	-1	2.8	-2	-2	-9
CC(C)O/N=C1\C(=O)N(c2ccccc2)c2ccccc21	-45	-1.8	1.8	1.1	45	4	1.8	0	0	-3
Cn1c(CO)nc2cc(N)ccc21	27	-1.2	1.6	1.1	-27	-14	3.3	2	-9	-5
CCSc1nnc2ccc(-c3cccs3)nn12	-8	-2.3	-0.9	-0.7	8	20	-1.8	-1	-2	-12
Cc1nnc(SCC(=O)Nc2ccc(S(N)(=O)=O)cc2)n(N)c1=O	22	0.4	0.3	0.8	-22	5	3.1	0	5	-5
CC(C)(C)c1cc(NC(=O)COC(=O)c2ccc(O)cc2O)n(-c2ccccc2)n1	-13	-1.9	0.0	0.5	13	-22	-0.2	2	3	-3
CCC(C)[C@H](NC(=O)Nc1ccccc1F)C(=O)OC (some centres undefined)	20	-1.1	1.5	0.6	-20	·	2.8	0	-4	-1
O=C(CCc1ccccc1)NCCCN1CCOCC1	19	-1.3	2.1	-0.8	-19	·	0.9	·	-1	-4
CCCC1=C(C(=O)OCC)C(c2ccc(F)cc2)n2ncnc2N1 (centres undefined)	-14	-1.5	-1.9	-5.8	14	18	2.7	-4	-6	-2
CSc1ccc(Cn2nnc(C(=O)Nc3ccc(C)c(C)c3)c2N)cc1	-23	0.4	2.1	2.9	23	·	-0.5	11	7	·

High-throughput results (PubChem)
